# RSV antiviral HEp-2 = RSV antiviral activity via CPE protection, HEp-2 cells, primary 10 µM value included (AID 2391) | actives 0.13% (n = 310,000) | HEp-2 cells, RSV-induced CPE inhibition; higher % means a stronger effect | one-dose CPE inhibition, % at 10 µM; IC50 in µM for titrated hits; in the data active = a potency from the dose series; inconclusive = CPE inhibition mostly from about 23% at the one dose, without a potency; inactive = the rest, 99 in 100 with CPE inhibition below about 21%; note: strong numbers were not always called active
# AID2073 = inhibitors of Mint1-CaV2.2 protein interaction, biochemical, HTRF (AID 2073) | HTRF protein-protein interaction, Mint1-CaV2.2; higher % means a stronger effect | one-dose inhibition, % at 20 µM; IC50 in µM for titrated hits | actives 0.19% (n = 290,000) | Voltage-dependent N-type calcium channel subunit alpha-1B (Homo sapiens); in the data active = inhibition mostly above about 51%, no sharp cut-off; inconclusive = no clear call, values can overlap the other calls; inactive = mostly below about 53%; note: some results filed as inactive read as strong as hits
# HIV peptide binding = inhibitors of HIV fusion peptide binding, primary screen, biochemical, uHTS, fluorescence dequenching (AID 1986) | cell-free peptide binding, fluorescence dequenching, 30 min; higher % means a stronger effect | inhibition, % at 20 µM; hits with a dose series show IC50 in µM | actives 0.3% (n = 290,000); in the data active = inhibition mostly above about 52%, no sharp cut-off; inactive = mostly below about 76%; note: some results filed as inactive read as strong as hits
# NS5 inhibitors = Dengue-2 NS5 methyltransferase inhibitors, primary screen, biochemical, confirmation dose response (AID 588689); inhibition, % at 25 µM, or IC50 in µM where a hit was titrated; actives 0.3% (n = 340,000); Dengue-2 NS5 methyltransferase capping enzyme assay, biochemical; higher % means a stronger effect; Genome polyprotein (Dengue virus type 2 (strain 16681-PDK53)); in the data active = a potency from the dose series; inconclusive = inhibition above about 29% without an active follow-up result
# LYP phosphatase = inhibitors of LYP phosphatase, biochemical, fluorescence intensity, uHTS (AID 1779); Tyrosine-protein phosphatase non-receptor type 22 (Homo sapiens); recombinant LYP phosphatase, fluorescence intensity; higher % means a stronger effect; inhibition, % at 11.5 µM, or IC50 in µM where a hit was titrated; actives 0.054% (n = 290,000); in the data active = inhibition above about 50%;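 note: plate controls were vehicle with enzyme for no effect and no enzyme for full effect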
# XIAP displacement = XIAP antagonists, biochemical, IAP family, fluorescence polarization (AID 1018); displacement, % at 20 µM, or IC50 in µM where a hit was titrated; E3 ubiquitin-protein ligase XIAP (Homo sapiens); XIAP BIR domain, fluorescence polarization peptide displacement; higher % means a stronger effect; actives 0.007% (n = 200,000); in the data active = displacement above about 50%; note: a part of the inactive calls stands beside numbers as strong as those of hits
# Rac1 GTP hydrolysis = MgcRacGAP GTPase-activating activity inhibitors, confirmation, biochemical, ADP Hunter fluorescence; actives 0.6% (n = 340,000); AID 624330, 2012; one-dose inhibition, % at 30 µM; IC50 in µM for titrated hits; MgcRacGAP-stimulated Rac1 GTP hydrolysis, ADP Hunter fluorescence; higher % means a stronger effect; GST-tagged Rac1 F28L mutant substrate; Rac GTPase-activating protein 1 (Homo sapiens);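 active = first-screen hits whose inhibition reached a set limit at any dose in the follow-up dose series; inconclusive = inhibition above the set first-screen limit but never retested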;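 note: fluorescence reports GDP produced by GAP-driven GTP hydrolysis; strong numbers were not always called active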
# SV40 large T antigen = SV40 large T antigen inhibitors, biochemical (AID 1903) | actives 0.39% (n = 310,000) | inhibition, % at 20 µM, or IC50 in µM where a hit was titrated | SV40 large T antigen ATPase/helicase inhibition assay; higher % means a stronger effect; in the data active = a potency from the dose series; inconclusive = inhibition mostly from about 32% at the one dose, without a potency; inactive = the rest, 99 in 100 with inhibition below about 32%; note: strong numbers were not always called active
# Siah-1 displacement = Siah-1 peptide-binding antagonists, primary screen, biochemical, fluorescence polarization, rhodamine-plectin, uHTS (AID 1817); E3 ubiquitin-protein ligase SIAH1 (Homo sapiens); Siah-1 / rhodamine-plectin peptide fluorescence polarization; higher % means a stronger effect; displacement, % at 20 µM; hits with a dose series show IC50 in µM; actives 0.02% (n = 290,000);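 active = displacement of at least 50% at 20 µM, with a fluorescence ratio check between 0.3 and a set limit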;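 note: plate controls were Siah plus tracer with DMSO for no effect and tracer alone without Siah for full effect; strong numbers were not always called active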
# NS5 inhibitors pilot replicate = second read-out of NS5 inhibitors, no call of its own (marks repeat the call); inhibition, %; measured here: pilot screen replicate inhibition
# * = called active by the depositor; u = inconclusive; x = no result given.
SMILES,RSV antiviral HEp-2,AID2073,HIV peptide binding,NS5 inhibitors,LYP phosphatase,XIAP displacement,Rac1 GTP hydrolysis,SV40 large T antigen,Siah-1 displacement,others
O=C(CSc1nnnn1-c1ccc(F)cc1)NCc1cccs1,-0.5%,-4%,0.1%,2%,-7%,-0.3%,6%,5%,0%,
Cc1cnc(CN(C)Cc2nc(Cc3cccc(C(F)(F)F)c3)no2)[nH]1,-0.1%,-9%,-0.8%,-1%,-9%,-5.5%,0%,x,-3%,
COC(=O)c1c(NC(=O)CSc2n[nH]c(N)n2)sc(C)c1C,2.5%,1%,-2.9%,0%,-4%,-5.5%,7%,8%,-3%,
CCCc1cc(C(N)=O)c(NC(=O)c2ccco2)s1,0.0%,1%,8.5%,3%,-2%,-5.2%,9%,6%,-2%,NS5 inhibitors pilot replicate=-1.8
CCCn1nnc(NC(=O)c2ccc(-c3cc(Cl)ccc3Cl)o2)n1,2.6%,-4%,-1.6%,-1%,0%,-1.6%,9%,15%,-1%,
COc1cc(OC)cc(C(=O)N[C@H](C(=O)NCc2ccc(F)cc2)C(C)C)c1,3.7%,6%,0.8%,-1%,-4%,x,8%,2%,0%,
COc1ccccc1NC(=O)CCN1CCN(C)CC1,1.2%,12%,-2.1%,-5%,-4%,-6.6%,-2%,6%,0%,
S=C(NN=C1CCN(Cc2ccccc2)CC1)NC1CCCCC1,-0.1%,-15%,-3.8%,-4%,-4%,-13%,9%,14%,-4%,
Nc1cccc(C(=O)Nc2ccc3nc(-c4cccnc4)[nH]c3c2)c1,0.2%,13%,0.3%,-6%,1%,-12%,-13%,25%,12%,
Cc1cc(C)c2c(CC(=O)Nc3ccc(Cl)cn3)coc2c1,0.5%,4%,0.1%,1%,-3%,-3.9%,3%,6%,2%,
CCc1ccc2[nH]c(C(=O)Nc3ccc(C)c(F)c3)cc2c1,19%,5%,0.7%,-6%,3%,x,6%,5%,-4%,
Cc1cc(S(=O)(=O)N2CCN(Cc3ccc4c(c3)OCO4)CC2)cc(C)c1N1CCCC1=O,1.5%,13%,1.9%,-6%,-7%,-3.0%,-3%,7%,4%,
O=C(COC(=O)CNC(=O)c1ccc(-c2ccccc2)cc1)NCc1ccco1,-0.1%,5.3µM*,17%,-1%,-1%,-12%,1%,9%,27%,
CCCCC(C(=O)O)C(C)CC(=O)NNC(=O)c1ccco1 (stereo not drawn),3.4%,-3%,-0.8%,x,-6%,5.0%,4%,4%,-7%,
Cc1sc2nc(-c3cccs3)nc(N3CCCN(C)CC3)c2c1C,x,6%,-1.0%,x,-8%,-12%,x,x,-3%,

# Retrieved by compound from the list above:
SMILES,RSV antiviral HEp-2,AID2073,HIV peptide binding,NS5 inhibitors,LYP phosphatase,XIAP displacement,Rac1 GTP hydrolysis,SV40 large T antigen,Siah-1 displacement,others
Cc1sc2nc(-c3cccs3)nc(N3CCCN(C)CC3)c2c1C,x,6%,-1.0%,x,-8%,-12%,x,x,-3%,
O=C(COC(=O)CNC(=O)c1ccc(-c2ccccc2)cc1)NCc1ccco1,-0.1%,5.3µM*,17%,-1%,-1%,-12%,1%,9%,27%,
COc1cc(OC)cc(C(=O)N[C@H](C(=O)NCc2ccc(F)cc2)C(C)C)c1,3.7%,6%,0.8%,-1%,-4%,x,8%,2%,0%,
COc1ccccc1NC(=O)CCN1CCN(C)CC1,1.2%,12%,-2.1%,-5%,-4%,-6.6%,-2%,6%,0%,
Cc1cc(S(=O)(=O)N2CCN(Cc3ccc4c(c3)OCO4)CC2)cc(C)c1N1CCCC1=O,1.5%,13%,1.9%,-6%,-7%,-3.0%,-3%,7%,4%,

# The list continues.
SMILES,RSV antiviral HEp-2,AID2073,HIV peptide binding,NS5 inhibitors,LYP phosphatase,XIAP displacement,Rac1 GTP hydrolysis,SV40 large T antigen,Siah-1 displacement,others
Cc1cc(CNC(=O)C2CCC(=O)N(Cc3ccccc3F)C2)nn1C (stereo not drawn),0.3%,18%,0.1%,-2%,-2%,x,7%,6%,10%,
CCO[C@H]1OC(C(=O)N2CCCCCCC2)=C[C@@H](C)[C@@H]1CCCO,3.4%,-1%,0.4%,-7%,-10%,-4.5%,7%,8%,-5%,
CCOC(=O)Cc1csc(NS(=O)(=O)c2cc(Cl)ccc2Cl)n1,-0.2%,24%,15%,x,-7%,x,6%,12%,-5%,
COc1ccc(COCC(O)CN2CCC(CN3C(=O)c4cccc5cccc(c45)C3=O)CC2)cc1OC (stereo not drawn),u,u,1.2%,-1%,-6%,-3.0%,6%,10%,-2%,
CC(C)=C1SC(N2CCN(c3ccc(Cl)cc3)CC2)=NC1=O,7.5%,15%,-1.6%,-1%,-6%,-0.4%,4%,4%,2%,
O=C(Nc1nc2c(Br)cc(Br)cc2c(=O)s1)C1CCC1,1.8%,49%,0.9%,-17%,-12%,x,4%,14%,0%,
CN(Cc1ccccc1)CC1CCCN(CCc2ccccc2F)C1 (stereo not drawn),-1.5%,-4%,1.3%,3%,-11%,x,6%,22%,6%,
O=C(O)c1nccnc1C(=O)N1CCN(c2ccccc2)CC1,1.1%,-7%,1.3%,1%,-7%,5.3%,5%,5%,11%,
COC(=O)c1c(NC(=S)NC(=O)c2ccco2)sc2c1CCCC2,2.3%,-2%,5.1%,-5%,-1%,-7.4%,-3%,27%,6%,
CCN(CC(=O)NCc1cccs1)C(=O)/C=C/c1ccc(OC)cc1OC,-1.6%,x,x,0%,x,x,6%,14%,x,
COc1ccc(CC(=O)NC(C)c2nnc(SCC(=O)Nc3cc(C)ccc3OC)n2C)cc1 (stereo not drawn),-0.6%,6%,-1.4%,-5%,-3%,-5.9%,5%,23%,2%,
CCOC(=O)C1=C(C)NC(C)=C(C(=O)OCCNC(=O)c2cccnc2)C1c1cccc([N+](=O)[O-])c1 (stereo not drawn),1.6%,49%,0.4%,5%,4%,-11%,-7%,5%,-2%,
COc1ccc(/C=N/Nc2ncc(C(F)(F)F)cc2Cl)cc1OC,2.5%,10%,-2.8%,-5%,-6%,2.6%,-8%,-3%,-7%,
Cc1ccc(CNC(=O)C2CCC(CNc3c(N4CCC(C)CC4)c(=O)c3=O)CC2)cc1 (stereo not drawn),-1.5%,-9%,-2.2%,-3%,-1%,x,-5%,15%,0%,
COc1ccc(-n2c(CNC(=O)c3cc(OC)c(OC)c(OC)c3)n[nH]c2=S)cc1,1.1%,-33%,-2.5%,2%,-7%,-2.3%,8%,-1%,6%,
COc1ccccc1N1CCN(C(=O)c2cc(=O)c3cc(C)cc(C)c3o2)CC1,7.6%,5%,-2.2%,-5%,-3%,x,6%,11%,0%,
Cc1ccc(N2CC(C(=O)N3CCc4ccccc4C3)CC2=O)cc1 (stereo not drawn),0.8%,-7%,-0.3%,-7%,-10%,-2.8%,5%,-2%,0%,
O=C(NC1CCN(Cc2ccccc2)CC1)c1cc(Br)c(Br)[nH]1,-2.0%,0%,-0.6%,-7%,-5%,-3.7%,5%,18%,0%,
O=C(c1coc2ccc(O)cc12)C1CC1,2.2%,23%,-2.3%,2%,-10%,-4.6%,13%,6%,-2%,
NC(=O)C1CCN(CC(=O)Nc2ccccc2N2CCOCC2)CC1,1.3%,6%,-1.4%,-5%,-8%,x,8%,7%,0%,
COc1ccc(C2NC(=O)NC(C)=C2C(=O)Nc2cc(C)ccc2C)cc1OC (stereo not drawn),0.2%,14%,6.2%,0%,-7%,-1.8%,10%,2%,1%,
CCOC(=O)Cc1csc(NC(=O)CSc2nnnn2-c2ccc(C)cc2C)n1,1.1%,-3%,-0.4%,-4%,2%,-3.9%,9%,25%,4%,
Nc1ccccc1Nc1cc(-c2ccccc2)nn1-c1ccccc1,5.1%,-75%,-0.3%,6%,11%,-8.2%,20%,15%,-1%,
CCOP(=O)(OCC)C(Nc1cc(Cl)cc(Cl)c1)c1cccc(O)c1 (stereo not drawn),2.3%,-1%,-1.3%,-10%,2%,-7.3%,13%,13%,1%,
CCOC(=O)C(=O)Nc1cccc(C(=O)OCC)c1,1.3%,11%,2.2%,-1%,-2%,-1.6%,-7%,19%,3%,
CCOC(=O)c1c(-c2ccc(-c3ccccc3)cc2)csc1NC(=O)CNCCN(C)C,-2.5%,5%,1.5%,-5%,-18%,x,11%,11%,-1%,
Cc1cccc(NC(=O)c2c(O)c3ccccc3[nH]c2=O)c1,3.2%,20%,-1.6%,-10%,-11%,x,4%,12%,0%,
COc1ccc(-c2nc(=S)c3c(n2CCN2CCOCC2)CC(C)(C)OC3)cc1,0.5%,10%,1.9%,-3%,-2%,-4.4%,8%,3%,-1%,
O=C(Nc1nnc(SCc2ccc(Cl)cc2Cl)s1)C1COc2ccccc2O1 (stereo not drawn),17%,-3%,13%,6%,6%,-4.4%,5%,2%,2%,
CC(=O)N[C@H]1C(O)O[C@H](CO)[C@@H](O)[C@@H]1O (stereo partly drawn),1.4%,x,x,-4%,x,x,-1%,6%,x,
CC1CCN(c2ccc(C(=O)NCCc3ccccc3)cn2)CC1,u,-6%,-1.5%,-3%,0%,-0.9%,15%,4%,2%,
Cc1ccccc1C(=O)NCCCn1ccnc1,1.3%,33%,2.1%,-1%,-7%,x,9%,9%,5%,
Cc1cccc(C(C)C)c1NC(=O)COC(=O)C1CC(=O)N(Cc2ccccc2)C1 (stereo not drawn),-0.9%,x,x,2%,x,x,3%,23%,x,
Cc1ccc(NC(=O)CO/N=C/c2ccccc2C)c(C)c1,6.2%,15%,-0.7%,-4%,-6%,-7.1%,6%,1%,4%,
COc1ccc(-c2nnc(C)c3nocc23)cc1,0.8%,26%,6.3%,-18%,-5%,x,3%,13%,-5%,
O=C(CCN1CCN(c2ccc(F)cc2)CC1)Nc1ccc(F)cc1,1.2%,-11%,-1.6%,x,-6%,-23%,3%,-1%,0%,
COCCn1c(SCC(=O)N2CCN(c3ccccc3)CC2)nc2c(c1=O)SC(C)C2 (stereo not drawn),1.2%,1%,-1.2%,-5%,-3%,x,4%,-7%,9%,
CNC(=O)CSc1nc2cccnc2n1C1CCCCC1,0.6%,4%,2.8%,-2%,0%,x,-17%,9%,6%,
CSc1ccccc1NC(=O)CN(C)CC(=O)Nc1ccccc1C(F)(F)F,1.1%,-15%,1.7%,-1%,-4%,-5.8%,1%,14%,1%,
CCCCn1c(NC(=S)Nc2ccccc2)nc2ccccc21,u,5%,0.2%,-10%,3%,-21%,0%,20%,2%,
COc1ccc(Cc2nnc(NC(=O)c3ccccc3Cl)s2)cc1OC,13%,-1%,2.6%,-3%,-10%,x,10%,9%,10%,
CC(=O)c1ccc(NC(=O)C2CCCN2S(=O)(=O)c2ccc(F)cc2)cc1 (stereo not drawn),2.5%,23%,-4.6%,-7%,-10%,-8.3%,2%,16%,-5%,

# Bioassay records: PubChem BioAssay, several laboratories
